NPR2 activator = GC-B (human) receptor activation | P20594 | 0.11% of 370,000 active | HEK293-GC-B cells, CNP EC30, cGMP TR-FRET; 0% at EC30 CNP, 100% saturating CNP | activation, % at 10 µM;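 active = activation at 10 µM reaching about 35% in either raw or pattern-adjusted values, limit read from the data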
hcDAF-12 act = H. contortus DAF-12 activation, primary screen; HEK293 hcDAF-12 lit1-tk-luc reporter, luminescence; 0% DMSO, 100% Δ7-dafachronic acid; activation, % at 6.8 µM; 1.4% of 370,000 active; AID 652067;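 active = activation above the mean of all tested compounds plus 3 SD, cut at about 5.5% in these data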;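 also: 100% = response to 3 µM Δ7-dafachronic acid high control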
SMARCA2 activ = SMARCA2 function activation, primary screen; MG213 cells, MMTV-luciferase reporter, dexamethasone, overnight; activation, % at 9.1 µM; 1% of 370,000 active; AID 652017; in the data active = activation above about 7.8%;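 also: 0% = vehicle wells and 100% = reference activator wells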
GAA850 FXN act = increases GAA850 frataxin promoter reporter activity; 0.56% of 360,000 active; HEK293 lucGAA850 FXN promoter luciferase reporter, 24 h; percent of 10 µM SAHA response; activation, % at 6 µM;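 active = activation above the average of all compounds screened plus 3 SD, cutoff fixed separately per campaign, cut at about 7.5% in these data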;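 also: 0% = DMSO wells and 100% = 10 µM SAHA wells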
ssDAF12 agonist = S. stercoralis DAF-12 activation, primary screen; HEK293 ssDAF-12/GRIP1 lit1-tk-luc reporter, luminescence; % of 3 µM dafachronic acid response; activation, % at 6.8 µM; 1% of 370,000 active;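 active = activation above the mean over all tested compounds plus 3 SD, cut at about 0.9% in these data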;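 also: 0% = DMSO-only wells and 100% = 3 µM delta7-dafachronic acid wells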
hgDAF12 agonist = hgDAF-12 agonism, primary luciferase screen. activation, % at 6.8 µM. AID 687014. HEK293 GAL4-hgDAF12 UAS-luciferase reporter, agonist luminescence; normalized to butyrate control. 1.8% of 370,000 active;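 active = activation above a cutoff set at the mean of all screened compounds plus 3 SD, cut at about 10% in these data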;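 also: 0% = DMSO wells and 100% = sodium butyrate wells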
DAX1 inh-1 = DAX1 (NR0B1) inhibition, primary screen; HEK293T StAR-luciferase reporter, SF-1/DAX-1 repression relief; inhibition, % at 6.8 µM; 1.1% of 370,000 active; AID 652010;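 active = inhibition above the mean over all tested compounds plus 3 SD, cut at about 3.6% in these data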;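 also: 0% = DAX-1 cells with DMSO and 100% = cells lacking DAX-1 with DMSO; higher inhibition means more luminescence from relief of DAX-1 repression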
DAX1 inh-2 = inhibitors of human orphan nuclear receptor DAX1 (NR0B1); HEK293 Gal4-DAX1 luciferase reporter, luminescence; inhibition, % at 6.75 µM; 0.99% of 340,000 active; AID 504766;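 active = inhibition above the mean over all tested compounds plus 3 SD, cut at about 4.2% in these data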;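 also: 0% = DAX1-transfected cells with DMSO and 100% = empty-vector control cells with DMSO; inhibition shows as a rise in luminescence from relieved DAX1 repression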
NPR1 activator = GC-A (human) enzyme activation | P16066 | HEK293 GC-A cells, cGMP TR-FRET, EC30 ANP; 0% at EC30 ANP, 100% saturating ANP | activation, % at 10 µM | 0.14% of 370,000 active; in the data active = activation above about 40%
ADAM10 inh = inhibitors of human ADAM10; inhibition, % at 7 µM; O14672; recombinant ADAM10, EDANS/DABCYL FRET peptide cleavage, 3 h; 0.62% of 370,000 active;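 active = inhibition above a per-campaign cutoff equal to the mean of compounds falling between control-based bounds plus 3 SD, cut at about 20% in these data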;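 also: 0% = DMSO wells while the 100% control is not disclosed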
Target sequence (O14672 214-748 limits assumed): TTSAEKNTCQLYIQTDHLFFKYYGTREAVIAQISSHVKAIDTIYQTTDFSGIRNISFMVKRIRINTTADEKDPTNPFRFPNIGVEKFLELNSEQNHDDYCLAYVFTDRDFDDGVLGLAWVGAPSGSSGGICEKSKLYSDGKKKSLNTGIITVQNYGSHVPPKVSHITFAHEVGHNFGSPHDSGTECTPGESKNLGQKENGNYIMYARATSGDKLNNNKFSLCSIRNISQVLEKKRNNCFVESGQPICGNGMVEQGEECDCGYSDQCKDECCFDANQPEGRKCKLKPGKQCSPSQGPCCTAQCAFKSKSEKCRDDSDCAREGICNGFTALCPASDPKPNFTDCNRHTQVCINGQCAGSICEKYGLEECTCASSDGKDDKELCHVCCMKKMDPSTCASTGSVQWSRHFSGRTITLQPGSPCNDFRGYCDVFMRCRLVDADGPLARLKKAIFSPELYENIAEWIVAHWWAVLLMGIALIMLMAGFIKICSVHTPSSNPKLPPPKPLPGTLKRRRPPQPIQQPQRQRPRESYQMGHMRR
HGIII-sPLA2 inh = Blocks human group III sPLA2 activity; QFRET BODIPY PC-A2 liposome hydrolysis, fluorescence; inhibition, % at 12.2 µM; 0.56% of 370,000 active;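 active = inhibition above mean plus 3 SD of compounds lying within the high and low control bounds, cut at about 19% in these data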;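 also: 0% = median of test compound wells and 100% = no enzyme DMSO wells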
Target sequence (Q9NZ20 whole entry, looked up): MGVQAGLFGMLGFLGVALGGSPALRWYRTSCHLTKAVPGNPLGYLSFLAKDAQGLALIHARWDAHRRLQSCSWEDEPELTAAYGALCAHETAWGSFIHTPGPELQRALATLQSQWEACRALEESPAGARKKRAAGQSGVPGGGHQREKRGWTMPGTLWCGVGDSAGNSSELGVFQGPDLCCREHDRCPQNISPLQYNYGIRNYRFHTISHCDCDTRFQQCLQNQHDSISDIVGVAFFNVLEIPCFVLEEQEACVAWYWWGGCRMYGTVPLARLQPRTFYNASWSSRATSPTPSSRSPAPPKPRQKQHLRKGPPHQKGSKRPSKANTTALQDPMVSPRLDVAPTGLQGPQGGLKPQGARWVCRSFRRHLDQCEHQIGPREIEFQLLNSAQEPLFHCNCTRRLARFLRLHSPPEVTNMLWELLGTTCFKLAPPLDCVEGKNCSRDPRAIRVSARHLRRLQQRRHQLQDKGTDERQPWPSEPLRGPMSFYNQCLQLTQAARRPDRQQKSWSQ
Numbers without * were called inactive; i = inactive; nt = no result given. This is a random part of the collection (roughly 6.6% active in at least one column).

SMILES	NPR2 activator	hcDAF-12 act	SMARCA2 activ	GAA850 FXN act	ssDAF12 agonist	hgDAF12 agonist	DAX1 inh-1	DAX1 inh-2	NPR1 activator	ADAM10 inh	HGIII-sPLA2 inh
CCOCc1nnc(NC(=O)c2ccc3c(c2)OCO3)s1	-3	1.9	3	3.8	0.1	4.0	3.6	0.6	2	-4	-8
O=C(Nc1c2c(nn1-c1ccc(F)cc1)CS(=O)C2)c1ccc2c(c1)OCO2 (centres undefined)	0	-2.6	1	0.5	-1.0	-0.9	-2.1	0.2	4	-5	-1
COc1ccccc1Cc1c(-c2ccc(Cl)cc2)nc2c3ccccc3ccn12	-5	2.1	1	nt	0.6	7.0	1.6	nt	-7	-13	6
COc1ccc(OC)c(N=C(C)C2=C(O)COC2=O)c1	-2	-1.6	-1	0.3	-0.4	0.7	0.2	-0.2	5	-3	6
CC1(C)C(=O)Nc2ccccc2N1C(=O)COC(=O)/C=C/c1ccc(OC(F)F)cc1	2	-0.8	0	-0.6	-0.1	3.3	0.1	-0.5	7	-2	1
CC(=O)N(CCCN1CCOCC1)Cc1ccncc1	2	0.9	3	-2.2	-0.5	-1.1	-0.7	0.9	0	0	-3
COc1ccc(OCC(=O)NNC(=O)C2CCC2)cc1	-4	0.6	-1	-2.7	-1.7	-1.5	-1.2	1.5	-3	0	3
CN(CCC1CCCCO1)Cc1cn(C)nc1-c1ccc2c(c1)OCCO2 (centres undefined)	-9	-0.1	-4	1.3	-1.4	0.8	-0.1	0.8	2	-6	11
CN(C)c1ccc(NC(=O)c2cc3c(=O)n4ccccc4nc3n2C)cc1	2	-0.8	-2	3.8	-1.5	-3.2	-0.8	-1.2	5	-132	4
Cc1ccc(NC(=S)N(CCN2CCCCC2)Cc2ccco2)cc1	2	-1.2	0	2.8	-0.7	0.2	-0.5	0.0	-6	1	3
O=C(c1ccc2c(c1)OCO2)N1CCOCC1	-2	0.2	-2	-1.4	-0.6	-1.0	0.5	0.8	5	5	5
COc1ccc(C2C(C#N)=C(/N=C/N3CCOCC3)OC3=C2C(=O)CC(C)(C)C3)cc1OC (centres undefined)	1	-0.9	1	-4.0	-1.2	0.0	-0.8	2.5	-4	9	5
CCn1cc(C2=NOC(C(=O)Nc3cccc(C(C)=O)c3)C2)c(C)n1 (centres undefined)	-4	-1.7	-5	1.6	-2.3	-3.3	-2.0	-2.4	-4	-5	-2
Nc1nc(-c2ccccc2)c(N=Nc2ccc(Cl)cc2)s1	-2	3.0	-1	5.4	1.2*	-0.5	-0.4	-0.8	6	-2	19*
O=C(N/N=C\c1cc(Br)cs1)C1COc2ccccc2O1 (centres undefined)	-3	-0.4	-1	-1.1	-0.7	2.1	-1.9	0.1	3	2	-5
CCc1cccc2c(C(=O)COC(=O)/C=C/c3ccc(O)c(OC)c3)c[nH]c12	2	-3.6	-2	-3.6	-1.8	-1.3	-0.7	-1.9	-1	-20	-40
COc1ccc(N2C(S)=C(C#N)C(=O)NC2c2ccc(OC)c(OC)c2)cc1 (centres undefined)	2	-0.3	5	0.6	-0.7	2.4	-0.4	-0.1	6	7	13
COc1cc(S(=O)(=O)Nc2ccc3nc(C)sc3c2)ccc1NC(C)=O	0	0.2	-3	-0.3	-0.8	-1.4	-3.5	-1.6	0	-14	-2
COC(=O)c1[nH]c2cccc(Cl)c2c1NC(=O)CN1CCN(CCO)CC1	4	0.7	-1	-0.3	-0.5	1.7	0.1	1.1	5	-14	4
COc1ccc(C(=O)OCC(=O)NC(=O)NC2CCCC2)cc1OC	-2	-1.2	-2	-1.2	-1.0	-2.6	-1.5	-0.3	-3	-7	0
COc1ccc(C2SCCN2S(=O)(=O)c2ccc(NC(C)=O)cc2)cc1 (centres undefined)	5	-1.9	-3	-0.8	-2.1	-5.3	-0.7	0.7	-1	7	-10
COc1ccc(C2=NN(c3nc(-c4ccc(CNC(C)=O)cc4)cs3)C(c3ccco3)C2)cc1 (centres undefined)	-3	2.7	4	2.9	-1.1	5.2	-0.4	-0.5	2	-28	3
CN(C)C(CNC(=O)CN1C(=O)NC2(CCc3ccccc32)C1=O)c1ccco1 (centres undefined)	3	-0.8	3	-0.9	-0.8	-1.1	-0.2	0.2	-1	0	1
Cc1cccc(-c2oc3ccc(-c4ccc5c(c4)OCO5)cc3c2-c2ccc(OC3CCCCO3)cc2)c1 (centres undefined)	5	-1.0	-1	0.3	-1.3	0.2	0.5	0.6	-1	-10	-3

A different layout for part of the listing above.
canonical_smiles | NPR2 activator | hcDAF-12 act | SMARCA2 activ | GAA850 FXN act | ssDAF12 agonist | hgDAF12 agonist | DAX1 inh-1 | DAX1 inh-2 | NPR1 activator | ADAM10 inh | HGIII-sPLA2 inh
Cc1cccc(-c2oc3ccc(-c4ccc5c(c4)OCO5)cc3c2-c2ccc(OC3CCCCO3)cc2)c1 (centres undefined) | 5 | -1.0 | -1 | 0.3 | -1.3 | 0.2 | 0.5 | 0.6 | -1 | -10 | -3
COc1cc(S(=O)(=O)Nc2ccc3nc(C)sc3c2)ccc1NC(C)=O | 0 | 0.2 | -3 | -0.3 | -0.8 | -1.4 | -3.5 | -1.6 | 0 | -14 | -2

Next section.
SMILES	NPR2 activator	hcDAF-12 act	SMARCA2 activ	GAA850 FXN act	ssDAF12 agonist	hgDAF12 agonist	DAX1 inh-1	DAX1 inh-2	NPR1 activator	ADAM10 inh	HGIII-sPLA2 inh
O=C(C1CCN(c2ncnc3c2sc2cccc(F)c23)CC1)N1CCCC1	-3	1.7	-3	nt	-1.9	-2.9	-0.1	nt	4	-44	2
Cc1ccn(CC(=O)N2CCCC(N3CCN(Cc4ccc5c(c4)OCO5)CC3)C2)n1 (centres undefined)	-3	-0.5	-2	1.3	-1.4	-0.2	-1.1	-0.1	1	-8	5
O=C(CCCN1C(=O)/C(=C\c2ccco2)SC1=S)Nc1cccc2ccccc12	2	-1.9	-2	0.7	-0.6	3.5	0.6	0.3	9	6	12
N#Cc1ccc(OC(=O)C2CCN(C3=NS(=O)(=O)c4ccccc43)CC2)cc1	-5	2.2	-2	0.5	-1.3	2.1	1.3	-0.2	2	-11	6
O=C(Nc1cc(Cl)cc(Cl)c1)c1ccno1	0	-0.2	-1	0.7	-1.0	0.1	-0.6	2.4	-2	-1	-5
COc1ccc(N2CC(C(=O)N3CCc4ccccc43)CC2=O)cc1 (centres undefined)	5	4.0	0	0.3	0.0	1.6	-0.7	0.1	-1	0	-1
COc1ccc(CNC(=O)C(C)N(C)Cc2cccc(F)c2)cc1 (centres undefined)	-6	-1.5	0	-1.3	-1.1	-1.5	-0.3	-0.9	0	4	1
CC(=O)C1=C(O)C(=O)N(c2ccc(S(=O)(=O)Nc3nccs3)cc2)C1c1ccc([N+](=O)[O-])cc1 (centres undefined)	1	-0.1	-2	-0.6	-1.0	1.5	-0.5	0.1	-2	2	-13
CCCCCCCCCCOC(=O)Cn1c(COc2ccc(C)cc2)[n+](C)c2ccccc21	-7	-2.9	-6	0.7	-1.0	-0.9	-1.8	-2.4	-12	6	-172
COc1ccc(C2C(C(=O)NCCN(C)C)c3ccccc3C(=O)N2C)cc1OC (centres undefined)	1	-1.1	-1	0.9	-1.2	1.1	-1.5	4.6*	0	-2	0
CCOc1ccc(N=C/C=C/c2ccccc2)c(O)c1	1	1.4	2	3.2	-0.5	0.2	0.2	3.5	1	-12	-17
CC(C)CN(C(=O)CCC(=O)OCc1ccc(Cl)cc1Cl)c1c(N)n(CC(C)C)c(=O)[nH]c1=O	-2	1.3	-1	-2.0	-0.6	0.2	-0.8	0.1	-3	-1	2
CN(Cc1cnn(C)c1)C(=O)c1cc2ccccc2oc1=O	-6	-0.7	0	-1.2	-1.1	-0.7	0.2	0.5	-5	-15	6
CCC1(c2ccc(F)cc2)NC(=O)N(CC(=O)NC2CCCC(C)C2C)C1=O (centres undefined)	3	1.3	-2	0.3	-1.3	-1.0	-0.7	-1.8	-1	-9	4
CN1CCN(C(=S)NCCc2ccccc2)CC1	-1	1.7	2	2.0	-0.5	13*	-0.1	0.8	3	0	2
CC(OC(=O)[C@@H](NC(=O)c1ccco1)C(C)C)C(=O)Nc1ncc(Cl)cc1Cl (some centres undefined)	-1	-1.0	-2	1.4	-0.8	-1.9	-0.4	-0.4	-2	-6	7
COc1ccc(C(=O)C2CCCN(Cc3cn(C)nc3-c3ccccc3)C2)cc1F (centres undefined)	-8	-0.8	3	-0.5	-1.5	-1.1	-0.1	0.3	-12	5	-10
CCOC(=O)N(C)[C@H]1C[C@H]2c3[nH]c4ccccc4c3CCN2C(=O)[C@H]1[C@H](C)O	10	-2.6	1	nt	-0.7	5.2	-1.1	nt	3	i	9
Cc1cccc(CCNC(=O)C2CCCN(S(=O)(=O)c3cnc[nH]3)C2)c1 (centres undefined)	-8	-1.2	1	1.9	-1.0	0.1	0.9	2.0	-5	-1	-7
CCOC(=O)CNC(=O)Cn1cnc2c(oc3ccccc32)c1=O	1	1.4	3	1.6	-0.7	1.1	0.2	1.6	2	-5	4
Cc1ccc(/C=N/n2c(-c3ccncc3)n[nH]c2=S)o1	4	-1.5	-1	0.3	-0.7	-0.9	0.3	-0.1	1	1	10
COc1ccc(-c2csc3ncnc(Nc4ccc(O)cc4)c23)cc1	-1	-0.4	-1	2.5	-1.7	-1.1	-0.5	-0.7	0	3	0
C#CCOCCOCCOCCNc1nc(N2CCN(C(=O)Cn3cc(CCCN=C(N)N)nn3)CC2)nc(N2CCN(C(=O)[C@H](C)n3cc(CCCN=C(N)N)nn3)CC2)n1	2	-0.5	1	1.8	-1.0	1.8	-0.1	-0.7	5	6	0
C=CCOc1ccc(C2NC(=O)c3ccccc3O2)cc1 (centres undefined)	3	-0.1	0	-0.1	-1.1	4.1	0.8	0.5	0	-70	11
Cc1cc(F)c(F)c(C(=O)N2CCN(C)CC2)c1Cl	3	-0.9	-3	-0.6	-0.8	-0.7	-0.7	0.0	6	2	6
CCCn1c(SCC(=O)Nc2sc(C)c(C)c2C#N)nnc1C(C)C	-1	-3.0	-4	0.6	-1.3	-0.5	-0.7	0.0	-5	-1	1
Cc1ccc(OCCC(=O)OCC(=O)NC2CCS(=O)(=O)C2)cc1 (centres undefined)	4	-0.4	-3	0.9	-0.8	-0.9	-0.5	-0.4	0	2	9
NC1=NC2(CCCCC2)N(c2ccc(F)cc2)C(N)=N1	2	-0.1	-1	1.4	-0.9	-3.2	-0.5	0.1	3	-6	2
CCOC(=O)Nc1cc2c(cc1[N+](=O)[O-])-c1ccccc1C2=O	-2	1.4	-4	0.9	-0.3	5.6	-0.5	-1.7	-2	-10	-1
C=CCN(c1ccccc1)S(=O)(=O)c1cccc(C(=O)NNC(=O)c2ccncc2)c1	1	-1.2	0	-2.0	-1.0	-0.2	0.1	-0.4	2	-8	-10
CCOC(=O)c1cnc(COc2ccc(OC)cc2)[nH]c1=O	-4	-1.5	3	2.1	-1.5	-0.4	-0.1	1.1	-4	-1	-2
COc1cccc(CNC(=O)Cn2nc([N+](=O)[O-])c(Br)c2C)c1	7	-1.4	-1	0.5	-0.8	-1.1	0.1	1.2	-6	0	2

Single values from the entries so far:
`CCCn1c(SCC(=O)Nc2sc(C)c(C)c2C#N)nnc1C(C)C` in hgDAF12 agonist → -0.5
`CCOC(=O)Nc1cc2c(cc1[N+](=O)[O-])-c1ccccc1C2=O` in ssDAF12 agonist → -0.3
